MC4R antagonist – MC4R antagonists of cAMP signaling, primary screen, cell-based, TR-FRET, antagonist arm of biased-ligand search | inhibition, % at 6.5 µM | AID 540295, 2011 | MC4R-expressing cells, MTII-stimulated cAMP, LANCE TR-FRET | Melanocortin receptor 4 (Homo sapiens), P32245 | 0.48% of 360,000 active;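 active = inhibition above its plate's cutoff, the mean of tested wells on that plate plus 3 SD, cut at about 29% in these data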;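 note: 0% = Melanotan II alone and 100% = Melanotan II plus saturating MCL0020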
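Material: U2OS-MC4R stable cell line | Reagent: Melanotan II challenge after compound preincubation | Doses: One concentration, 6.5 µM nominal | Incubation: 30-min compound preincubation, 1-h Melanotan II challenge, 1-h detection, room temperature | Signal: TR-FRET cAMP assay | Replicates: One well per compound, no replicates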
HTR2A ag – mouse Htr2a agonists via beta-arrestin recruitment, primary screen, cell-based, luminescence | 5-hydroxytryptamine receptor 2A (Mus musculus), P35363 | CHO-K1 mHTR2A beta-arrestin complementation; percent of 30 µM serotonin response | activation, % at 7.6 µM | 0.66% of 360,000 active | AID 624169, 2012;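 active = activation above a run cutoff, the mean activation of all tested compounds plus 3 SD, cut at about 14% in these data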;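 note: 0% = plate median of compound wells and 100% = 30 µM serotonin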
MC4R ag barr – MC4R agonists recruiting beta-arrestin, primary screen, cell-based, luminescence, agonist arm of biased-ligand search; activation, % at 8.9 µM; 0.98% of 360,000 active; U2OS MC4R beta-arrestin complementation; percent of melanotan II response, DMSO zero;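 active = activation above a per-plate cutoff, the mean activation of sample wells on that plate plus 3 SD, cut at about 8% in these data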
Exocytosis inh – LAMP-1 surface exposure blockers, TALL-104 cells – cell-based, flow cytometry, MLPCN library, primary screen. TALL-104 LAMP-1 surface exposure; cells stimulated with thapsigargin and PMA. inhibition, % at 10 µM. 0.66% of 360,000 active. AID 651702, 2012;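 active = inhibition above about 55%, limit read from the data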
ABHD5-PLIN5 inh – ABHD5-PLIN5 interaction inhibitors, primary screen, cell lysate, split luciferase complementation, luminescence; Perilipin-5 (Homo sapiens) + 1-acylglycerol-3-phosphate O-acyltransferase ABHD5 (Homo …; Split G. princeps luciferase complementation, 4 h; inhibition, % at 4 µM; 0.78% of 360,000 active;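 active = inhibition above the mean inhibition across every tested compound plus 3 SD, cut at about 22% in these data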;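 note: 0% = DMSO only wells and the 100% control is not disclosed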
Glyco luc inh – increase of ERlucT glycosylation luciferase signal, primary screen, N-linked glycosylation inhibitor project, D54 ERlucT cells, luminescence, set 2; 0.23% of 360,000 active; reporter increase, % at 12.5 µM; D54 ERlucT glycosylation luciferase reporter, 24 h; percent of 100 nM tunicamycin response; AID 588692, 2011;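 active = mean luciferase reporter signal, scaled so untreated is 0 and the glycosylation-blocking control 100, at or above a set limit in every replicate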;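 note: luciferase carries N-glycosylation sites so blocking glycosylation raises the light; 0% = median of neutral control wells and 100% = median of 100 nM tunicamycin wells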
ABCB6 inh 2 – ABCB6 transporter inhibitors, primary screen, K562-ABCB6 cells, flow cytometry, MLPCN library. fluorescence ratio to DMSO, % at 10 µM. ATP-binding cassette sub-family B member 6 (Homo sapiens), Q9NP58. 0.19% of 360,000 active. K562-ABCB6 porphyrin accumulation, 1 h; hits give low values;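 active = fluorescence ratio to DMSO below 75%, the collection mean minus 3 SD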;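 note: signal is porphyrin accumulated inside mitochondria; 100% equals median channel fluorescence of DMSO control wells; lower ratio means ABCB6 inhibition with less porphyrin fluorescence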
Target sequence (Q9NP58 whole entry, looked up): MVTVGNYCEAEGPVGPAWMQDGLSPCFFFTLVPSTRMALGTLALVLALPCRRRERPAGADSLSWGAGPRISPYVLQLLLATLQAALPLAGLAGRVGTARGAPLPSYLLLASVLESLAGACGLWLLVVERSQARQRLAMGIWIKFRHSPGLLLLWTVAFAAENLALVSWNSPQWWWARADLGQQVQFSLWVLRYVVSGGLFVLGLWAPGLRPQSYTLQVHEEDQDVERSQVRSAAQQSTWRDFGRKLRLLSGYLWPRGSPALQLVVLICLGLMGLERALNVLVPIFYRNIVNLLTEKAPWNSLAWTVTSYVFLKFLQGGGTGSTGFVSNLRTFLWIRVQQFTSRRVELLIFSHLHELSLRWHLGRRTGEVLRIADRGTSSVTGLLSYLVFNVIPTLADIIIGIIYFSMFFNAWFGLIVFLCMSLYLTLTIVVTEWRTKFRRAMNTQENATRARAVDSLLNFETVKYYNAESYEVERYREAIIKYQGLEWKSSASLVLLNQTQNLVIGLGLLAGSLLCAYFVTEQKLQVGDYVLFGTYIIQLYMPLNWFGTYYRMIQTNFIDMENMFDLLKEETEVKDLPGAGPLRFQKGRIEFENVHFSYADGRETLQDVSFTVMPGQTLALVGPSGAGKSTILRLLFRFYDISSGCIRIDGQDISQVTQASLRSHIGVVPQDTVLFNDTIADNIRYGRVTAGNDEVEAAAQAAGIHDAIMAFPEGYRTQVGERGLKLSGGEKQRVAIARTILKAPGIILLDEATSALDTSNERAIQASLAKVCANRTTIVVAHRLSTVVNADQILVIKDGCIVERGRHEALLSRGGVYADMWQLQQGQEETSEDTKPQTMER
H9c2 protect – cardioprotection against H2O2-induced cell death, primary screen, uHTS, H9c2 cells, ATPLite luminescence; protection from H2O2 cell death, % at 20 µM; H9c2 cardiomyocytes, H2O2 injury protection, 2 h; 0.63% of 360,000 active;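 active = compounds giving at least 50% protection of heart cells from peroxide-induced death in the single-dose screen, raw or plate-pattern-corrected value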;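 note: 0% = DMSO wells with peroxide and 100% = DMSO wells without peroxide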
aDG glyco up – activators of alpha-DG glycosylation, primary screen, uHTS, Pro5-aDG cells, AlphaScreen; alpha-DG glycosylation AlphaScreen (IIH6); 0% Pro5, 100% B10-LARGE cell signal; activation, % at 10 µM; 0.22% of 360,000 active;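 active = activation of at least 8% versus controls, or a plate z-score of at least 8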;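 note: Pro5 are CHO cells carrying HIG-tagged alpha-DG that lacks glycosylation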
hiPSC survival – enhancers of single-cell hiPSC survival, primary screen, ATPlite luminescence; 0.044% of 360,000 active; AID 602274, 2012; 100% = ROCK inhibitor wells, 0% = DMSO; survival enhancement, % at 20 µM; in the data active = survival enhancement above about 18%;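 note: cells exposed to compounds for 16 hours before the ATP read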
Active calls of the source: *; i = inactive.

mol	MC4R antagonist	HTR2A ag	MC4R ag barr	Exocytosis inh	ABHD5-PLIN5 inh	Glyco luc inh	ABCB6 inh 2	H9c2 protect	aDG glyco up	hiPSC survival
CCc1ccc(NC(=O)c2cnccn2)cc1	13	11	-1.5	-5	3	-8	98	-12	0.0	-0.7
O=C1NC(=S)NC(=O)C1Nc1ccc(Cl)cc1	2	-4	-0.9	-2	1	1	96	-3	1.2	-0.2
COc1ccc(NC(=O)CCOc2ccc(C)cc2)cc1S(=O)(=O)N1CCOCC1	1	-9	-0.7	-2	-12	-1	97	2	0.0	0.7
CC1=CC2=NC(=O)/C(=C/c3cccn3Cc3ccccc3)C(=N)N2O1	12	4	-1.9	0	8	2	105	-3	0.4	-0.5
CC1(O)CC(c2ccc(Cl)cc2)=NN1C(=O)c1ccc(Cl)cc1 (stereo not drawn)	0	-8	1.3	6	-6	1	99	6	-0.2	0.0
Nc1nccc(-c2cc(-c3ccc(Cl)cc3Cl)no2)n1	7	-1	0.1	6	2	-15	93	-14	0.1	-0.8
CCN(CC)C(=O)CSc1nnc([C@@H](N)Cc2ccccc2)o1	-4	4	2.9	-1	-4	1	102	1	0.1	-2.2
N#C/C(=C\c1ccc(O)c(O)c1)C(=O)N1CCc2ccccc21	8	-5	-1.9	3	8	-3	93	77*	-0.1	-1.6
Cc1noc2ncnc(N3CCN(c4cccc(Cl)c4)CC3)c12	6	12	-2.4	-2	2	-4	91	-26	5.1	-1.5
CCC1(c2ccc(F)cc2)NC(=O)N(CC(=O)N2CCN(S(=O)(=O)c3ccc(C)cc3)CC2)C1=O (stereo not drawn)	-1	1	-0.7	1	-6	5	98	-4	-0.1	2.4
CC(=O)NC12CC3CC(C1)CC(C(=O)Nc1nc4ccc(S(C)(=O)=O)cc4s1)(C3)C2	5	7	-4.0	3	2	0	98	6	0.0	0.0
C=CCn1c(SCc2ccc3nonc3c2)nnc1-c1cccs1	9	-3	-0.3	-5	0	-3	97	0	0.7	-0.5
COCCn1c(N)c(C(=O)OCc2ccccc2)c2nc3ccccc3nc21	8	-4	-2.3	-1	-10	4	94	14	-0.3	6.0
Cc1cc(C(=O)NP(=O)(N2CCOCC2)N2CCOCC2)c(C)n1-c1ccc(N(C)C)cc1	-5	-3	-3.4	1	0	1	99	-4	0.3	3.4
Nc1cc(=O)[nH]c(SCc2nc3ccccc3n2Cc2ccccc2)n1	11	-4	-0.6	0	4	0	103	-6	-0.3	1.9

Three structures from above, sorted by count of non-hydrogen atoms, ascending:
mol	MC4R antagonist	HTR2A ag	MC4R ag barr	Exocytosis inh	ABHD5-PLIN5 inh	Glyco luc inh	ABCB6 inh 2	H9c2 protect	aDG glyco up	hiPSC survival
O=C1NC(=S)NC(=O)C1Nc1ccc(Cl)cc1	2	-4	-0.9	-2	1	1	96	-3	1.2	-0.2
Nc1nccc(-c2cc(-c3ccc(Cl)cc3Cl)no2)n1	7	-1	0.1	6	2	-15	93	-14	0.1	-0.8
CC1=CC2=NC(=O)/C(=C/c3cccn3Cc3ccccc3)C(=N)N2O1	12	4	-1.9	0	8	2	105	-3	0.4	-0.5

Next section:
mol	MC4R antagonist	HTR2A ag	MC4R ag barr	Exocytosis inh	ABHD5-PLIN5 inh	Glyco luc inh	ABCB6 inh 2	H9c2 protect	aDG glyco up	hiPSC survival
COc1ccc(-c2c(C#Cc3ccsc3)c3cc(-c4ccc5cc[nH]c5c4)ccc3n2C)cc1	4	-2	-0.2	-3	-5	-3	99	3	1.5	1.2
O=C(O)c1ccc(-c2noc(-c3ccccc3C(F)(F)F)n2)cc1	6	8	-0.5	-7	15	1	95	0	-0.1	-0.9
CCOc1ccccc1NC(=O)CN1CCC(NC(=O)c2ccccc2)CC1	-4	-6	-0.6	-5	7	2	95	-10	0.0	-0.7
Cc1ccc(N2CN=c3s/c(=C\c4cccnc4)c(=O)n3C2)cc1	-3	-1	-0.3	1	0	-6	99	3	-0.1	0.2
O=C(N=C1SC2CS(=O)(=O)CC2N1CCc1ccccc1)C1CCCCC1 (stereo not drawn)	0	10	1.5	-20	-1	4	94	-4	3.1	-0.3
Cc1ccccc1CNC(=O)C(=O)NCCC1CCCCN1S(=O)(=O)c1ccccc1 (stereo not drawn)	15	-2	-3.6	5	-3	-5	98	-3	-0.1	-0.4
Fc1ccc(CNc2nc(-c3cccnc3)nc3ccccc23)cc1	1	3	4.4	6	-4	0	99	-2	0.0	-0.1
Cc1[nH]c(=O)c(C#N)c(C)c1Cc1ccc(Cl)cc1Cl	9	-2	-0.5	2	4	1	101	1	-0.3	1.1
COC(=O)C1=C(C)n2nnnc2NC1c1ccc(Cl)cc1 (stereo not drawn)	4	2	-0.4	-11	6	1	95	-5	-0.1	1.5
COC(=O)COn1c(SCC(=O)OC)nc2ccccc2c1=O	1	1	1.0	-1	-6	1	95	7	-0.4	0.6
Clc1cccc2c3c([nH]c12)CCNC3	10	5	2.4	-13	-6	0	94	4	-0.1	0.6
CC1CCN(CCCCOc2ccc(C(C)(C)C)cc2)CC1	10	-13	1.6	15	6	-2	104	-11	0.7	-0.7
COc1ccc(Cc2nnc(NC(=O)C(C)(C)C)s2)cc1	15	2	-2.7	-1	-5	1	104	-3	0.1	0.8
O=C(c1ccco1)N1CCN(C(=O)C2CCCO2)CC1 (stereo not drawn)	2	6	-2.6	-3	2	1	525	12	0.5	0.1
CN(C)S(=O)(=O)c1ccc(NC(=O)Cc2ccc(S(=O)(=O)N3CCOCC3)s2)cc1	8	-5	-3.4	-4	0	-2	99	-11	-0.5	2.1
CCCCNC(=O)[C@H](CSCc1ccccc1)N1Cc2ccccc2C1=O	-1	-3	-0.4	-2	-3	-2	98	2	0.0	-0.7
COc1ccc(C(=O)N2CCN(S(=O)(=O)c3ccc(Cl)cc3)CC2)cc1S(=O)(=O)N1CCOCC1	13	5	-3.8	1	8	0	91	-2	-0.1	-0.2
COc1cc(CCN2C(=O)c3cccc4cccc(c34)C2=O)c(S(=O)(=O)N2CCCCCC2)cc1OC	3	10	6.1	1	4	-3	90	39	-0.8	0.7
CCOC(=O)c1sc(NC(=O)c2ccncc2)c(C#N)c1C	3	-1	-1.5	-4	-5	2	97	-27	0.2	-0.9
COC(=O)C1=C(C)Nc2nc(SCc3ccccc3)[nH]c(=O)c2C1c1cccs1 (stereo not drawn)	-3	-5	0.5	2	-9	-1	82	-2	-0.4	3.8
Cc1cc(C)cc(N(CC(=O)NCC2CCCO2)C(=O)CN2C(=O)COc3ccccc32)c1 (stereo not drawn)	4	-4	-3.0	1	-3	2	100	-6	0.3	-0.5
Cc1cccc(NC(=O)CCc2ccc(N3C(N)=NC(N)=NC3(C)C)cc2)c1	9	-3	-0.2	-12	11	-9	100	-3	0.3	-1.2
COc1ccc(S(=O)(=O)N2CCOCC2)cc1NC(=O)c1cccs1	17	2	-3.4	-4	5	1	102	2	0.0	-0.4
O=S(=O)(c1ccc(Cl)cc1)N1CCc2ccccc21	-3	-4	-1.1	-19	-7	-3	i	-16	0.2	-0.4
O=C(c1cccnc1)N1N=C(C2CCCCC2)CC1(O)C(F)(F)F (stereo not drawn)	8	-3	0.0	-3	-5	2	105	5	0.3	-1.4
CC(=O)Nc1ccc(N(C(=O)Cn2nnc3ccccc32)C(C(=O)NC2CCCC2)c2ccc(O)c(O)c2)cc1 (stereo not drawn)	10	3	-1.6	0	-1	1	89	10	0.7	0.9
O=C(Oc1csc(=S)n1C(=O)c1ccccc1)c1ccccc1	-3	-2	-0.5	6	-19	0	100	-9	0.0	-3.5
Nc1ccc(-n2ccnc2)cc1	5	5	-0.2	2	4	2	103	-1	1.0	3.7
CCOC(=O)c1c(NC(=O)CNCC(O)CO)sc(C)c1C (stereo not drawn)	-2	1	-0.6	-1	1	1	89	-2	0.6	-4.5
Cc1cccc(C2=NN(c3ccccc3)[C@H](CO)[C@H]2c2ccccc2)c1	11	-3	1.8	3	-2	-1	100	-21	3.5	-1.2
COc1cc(/C=N/n2c(C3CCCCC3)n[nH]c2=S)cc(OC)c1O	-2	6	-1.8	0	-5	3	98	-5	-0.2	1.1
CCCCCCCCSc1nnc(-c2ccc(OC)cc2)o1	2	2	-1.8	-1	8	1	93	-24	0.1	-1.1
Nc1cc(=O)[nH]c(SCC(=O)N2N=C(c3ccc4ccccc4c3)CC2c2ccccc2)n1 (stereo not drawn)	24	2	7.0	-3	5	3	95	1	-0.1	-0.6
Clc1cccc(CSc2ncnc3c2ncn3C2CCCCO2)c1 (stereo not drawn)	12	8	0.6	-2	6	-3	93	-10	0.2	0.5
CCOC(=O)C(Sc1n[nH]c(N)n1)c1ccccc1 (stereo not drawn)	1	-4	1.2	-1	-1	-2	99	-2	-0.1	-3.1
Cc1ccc(C(=O)CS(C)(=O)=O)cc1	-1	3	-3.1	4	-5	2	93	4	1.4	1.9
O=c1cc(NCc2ccccc2)nc2n1CCCS2	7	-4	-1.1	4	4	-2	105	7	-0.1	2.7
